Compound activity (PubChem)
GC-A act: GC-A (human) enzyme activation; AID 1671463; actives 0.14% (n = 370,000); HEK293 GC-A cells, cGMP TR-FRET, EC30 ANP; 0% at EC30 ANP, 100% saturating ANP; P16066; activation, % at 10 µM; in the data active = activation above about 40%
Rev-erbA mod: Rev-erb alpha (human) modulation. P20393. Rev-erbα–FITC-DNA binding, fluorescence polarization, 90 min. activity, % at 10 µM. actives 0.79% (n = 370,000). AID 1259318;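 active = activity above about 14%, limit read from the data; passing the limit was not always enough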;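 also: 0% = DMSO wells with 35 nM protein and 100% = DMSO wells with 750 nM protein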
HTRA1 inh: inhibitors of human serine peptidase HTRA1 | actives 0.5% (n = 340,000) | AID 504803 | inhibition, % at 5.96 µM | Q92743 | recombinant HTRA1, FP-rhodamine activity-based probe, fluorescence polarization; in the data active = inhibition above about 36%;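 also: 0% = enzyme with DMSO and 100% = wells lacking enzyme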
Target sequence (Q92743 whole entry, looked up): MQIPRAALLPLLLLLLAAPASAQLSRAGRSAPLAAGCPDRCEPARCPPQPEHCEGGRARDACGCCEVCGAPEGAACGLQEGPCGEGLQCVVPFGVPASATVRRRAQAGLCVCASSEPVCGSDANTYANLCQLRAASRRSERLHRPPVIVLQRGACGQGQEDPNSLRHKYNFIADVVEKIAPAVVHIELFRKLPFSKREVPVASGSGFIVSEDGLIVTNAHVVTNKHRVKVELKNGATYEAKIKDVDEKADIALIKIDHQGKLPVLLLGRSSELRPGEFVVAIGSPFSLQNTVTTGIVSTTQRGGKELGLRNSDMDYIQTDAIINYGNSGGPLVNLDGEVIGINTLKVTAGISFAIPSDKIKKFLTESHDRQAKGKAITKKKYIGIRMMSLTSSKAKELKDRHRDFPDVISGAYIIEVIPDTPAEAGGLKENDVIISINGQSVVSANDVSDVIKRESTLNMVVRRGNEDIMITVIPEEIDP
ARFGAP1 inh: inhibitors of rat ARFGAP1; inhibition, % at 16.5 µM; Q62848; Arfgap1-stimulated ARF1 GTP hydrolysis, GDP FP detection; actives 0.26% (n = 360,000);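 active = inhibition above a per-plate limit, mean inhibition of low control wells plus 3 SD, cut at about 25% in these data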;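 also: 0% = DMSO wells with enzyme and 100% = wells lacking Arfgap1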
Target sequence (Q62848 1-136 limits assumed): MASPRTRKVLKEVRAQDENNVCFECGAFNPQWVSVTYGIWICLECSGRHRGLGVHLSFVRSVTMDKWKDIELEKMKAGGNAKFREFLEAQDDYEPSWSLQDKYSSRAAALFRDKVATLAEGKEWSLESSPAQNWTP
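Assay system: purified rat His6-Arfgap1 residues 1-136 (GAP domain); Reagent: human Δ17 ARF1 bound to GTP; Dosing: 16.5 µM single point, 1.26% DMSO; Times: GTP hydrolysis reaction 2 h at 25 °C; Signal: FP, GDP Alexa 633 tracer displaced from anti-GDP antibody, 620/688 nm; Measure: % inhibition from polarization.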
mABHD4 FP: ABHD4 (mouse) inhibition, primary FP screen; Q8VD66; purified mABHD4, FP-Rh probe fluorescence polarization; inhibition, % at 8.92 µM; actives 0.54% (n = 370,000); AID 720543;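 active = inhibition exceeding the mean over every tested compound plus 3 SD, cut at about 30% in these data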;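 also: 0% = plate median of compound wells and 100% = S159A mutant with DMSO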
Target sequence (Q8VD66 whole entry, looked up): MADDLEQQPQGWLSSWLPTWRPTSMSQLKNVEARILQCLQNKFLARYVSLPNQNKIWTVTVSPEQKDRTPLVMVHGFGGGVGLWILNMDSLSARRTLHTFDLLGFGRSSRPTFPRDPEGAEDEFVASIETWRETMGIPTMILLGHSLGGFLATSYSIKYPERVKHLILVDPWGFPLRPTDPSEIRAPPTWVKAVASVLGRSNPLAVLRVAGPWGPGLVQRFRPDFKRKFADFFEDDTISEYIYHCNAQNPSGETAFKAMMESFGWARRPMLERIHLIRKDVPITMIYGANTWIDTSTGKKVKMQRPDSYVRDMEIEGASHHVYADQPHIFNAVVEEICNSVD
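Test system: mABHD4 protein | Buffer or medium: HEPES pH 7.0 buffer, 150 mM NaCl, 0.01% Pluronic F-127 | Probe or stimulus: FP-Rh fluorescent activity-based probe, added after compound pre-incubation | Timing: Pre-incubation 45 min, probe exposure 60 min, at 25 °C | Technique: Fluorescence polarization, excitation 525 nm, emission 598 nm, BODIPY TMR filters | Repeats: Single well per compound (singlicate)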
NPR2 activator: GC-B (human) receptor activation; P20594; HEK293-GC-B cells, CNP EC30, cGMP TR-FRET; 0% at EC30 CNP, 100% saturating CNP; activation, % at 10 µM; actives 0.11% (n = 370,000); AID 1920062;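 active = activation at 10 µM reaching about 35% in either raw or pattern-adjusted values, limit read from the data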
rCAG RNA binder: binds r(CAG) RNA repeats; r(CAG) RNA repeat, TO-PRO-1 dye displacement fluorescence; actives 1.3% (n = 370,000); inhibition, % at 3 µM; AID 651821;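 active = inhibition above the plate cutoff, the mean of all test compounds on that plate plus 3 SD, cut at about 35% in these data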;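 also: 0% = DMSO alone and 100% = 100 µM mitoxantrone as full dye displacement; higher means more dye released from RNA so lower well fluorescence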
SMARCA2 activ: increases SMARCA2 function in MMTV reporter cells; MG213 cells, MMTV-luciferase reporter, dexamethasone, overnight; activation, % at 9.1 µM; actives 1% (n = 370,000); AID 652017; in the data active = activation above about 7.8%;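 also: 0% = vehicle wells and 100% = reference activator wells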
PG9 binder: small molecules binding HIV-1 gp120 antibody PG9; TR-FRET gp120-PG9 antibody binding; inhibition, % at 6.7 µM; actives 0.43% (n = 360,000); in the data active = inhibition above about 8.5%
ASAP1 GAP inh: inhibitors of human ASAP1 ArfGAP activity | Q9ULH1 | ASAP1-stimulated ARF1 GTP hydrolysis, GDP FP detection | inhibition, % at 16.5 µM | actives 0.19% (n = 360,000) | AID 624377; in the data active = inhibition above about 25%;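 also: 0% = vehicle with enzyme and substrate and 100% = no enzyme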
The depositor's hits bear a star; · = no result given.

SMILES	GC-A act	Rev-erbA mod	HTRA1 inh	ARFGAP1 inh	mABHD4 FP	NPR2 activator	rCAG RNA binder	SMARCA2 activ	PG9 binder	ASAP1 GAP inh
Cc1ccc(CC(=O)NCCCc2ccccc2)cc1	5.5	2.2	-2.1	6.7	2.8	-1.9	-7.8	-1.3	-0.5	2.4
Cc1sc2nc(SCC(=O)N(CCO)CCO)n(C3CCCCC3)c(=O)c2c1C	-16.8	12.2	4.7	-9.2	0.7	-14.7	0.1	2.4	0.1	9.9
CC1Sc2ccc(S(=O)(=O)NCCc3ccccc3)cc2NC1=O (configuration not stated)	-3.7	1.6	-9.3	11.3	-3.0	-6.3	-0.1	-3.3	0.2	13.8
Cc1c([N+](=O)[O-])cc(C(=O)N2CCOCC2)cc1[N+](=O)[O-]	3.0	2.5	2.6	-12.4	5.7	2.4	-1.4	0.0	1.3	-8.1
Cn1cc([N+](=O)[O-])c(C(=O)N/N=C/c2ccncc2)n1	2.4	-2.9	-5.1	6.8	2.3	-2.3	-1.3	-2.1	-1.1	-2.8
COc1cccc(CNC(=O)CSc2nnc3c(n2)[nH]c2ccc(OC)cc23)c1	-5.6	-3.2	3.0	-2.4	1.1	-8.7	-3.6	-4.1	-0.5	-1.6
CCOC(=O)CCNC(=O)c1ccccc1Br	4.4	2.5	-8.3	-10.2	4.5	-0.8	-3.0	-1.2	1.4	-7.1
CCN1CCN(CCC(=O)Nc2ccccc2C)CC1	-2.5	-0.1	-0.6	-1.2	-5.9	-4.6	1.9	3.4	0.0	6.3
CC[C@]12C(=O)N(C)C[C@H]([C@@H]3C(=O)N(C)C(=O)[C@@H]31)N2C(=O)c1ccc(Cl)cc1	2.4	-6.7	8.3	12.6	-0.8	7.2	3.1	0.8	0.1	-0.9
C[C@H](NC(=O)N1CCn2c1nc1ccccc12)C(=O)NC1CC1	4.4	4.1	-4.7	4.0	6.9	-1.6	-0.9	2.9	1.6	-5.5

The list goes on; it opens with the 3 that closed the last part.
SMILES	GC-A act	Rev-erbA mod	HTRA1 inh	ARFGAP1 inh	mABHD4 FP	NPR2 activator	rCAG RNA binder	SMARCA2 activ	PG9 binder	ASAP1 GAP inh
CCN1CCN(CCC(=O)Nc2ccccc2C)CC1	-2.5	-0.1	-0.6	-1.2	-5.9	-4.6	1.9	3.4	0.0	6.3
CC[C@]12C(=O)N(C)C[C@H]([C@@H]3C(=O)N(C)C(=O)[C@@H]31)N2C(=O)c1ccc(Cl)cc1	2.4	-6.7	8.3	12.6	-0.8	7.2	3.1	0.8	0.1	-0.9
C[C@H](NC(=O)N1CCn2c1nc1ccccc12)C(=O)NC1CC1	4.4	4.1	-4.7	4.0	6.9	-1.6	-0.9	2.9	1.6	-5.5
O=P(O)(O)COc1ccccc1P(=O)(c1ccccc1)c1ccccc1	2.1	0.1	-1.2	-0.1	-2.0	-1.2	0.1	-2.0	-0.3	4.3
CC(=O)c1ccc(-c2cnc3c(NC=O)cc(-c4ccc(C(=O)N5CCOCC5)cc4)cn23)cc1	8.2	-2.8	·	12.9	-0.5	14.0	7.1	-1.2	-1.3	16.1
CSc1ccc(OC2(C)CCN(Cc3ccc(OC(C)C)cc3)C2)cc1 (configuration not stated)	0.6	1.2	·	8.5	9.5	1.0	-1.4	-1.4	-1.1	3.6
CC(C)Cc1ccc(C#N)c(SCC(N)=O)n1	0.4	-3.4	-4.6	-11.6	-2.8	-3.5	0.9	2.1	-0.5	1.6
CC(C)NS(=O)(=O)c1ccc(Br)c(C(=O)OC(C)C(=O)NC2CCCCC2C)c1 (configuration not stated)	-3.5	-2.9	-24.4	8.9	-4.1	1.4	-4.2	-2.0	-2.2	-6.8
CC(COc1cccc(Cl)c1)CN1CCC(C(O)(c2ccccc2)c2ccccc2)CC1 (configuration not stated)	-12.5	-0.1	·	·	9.8	-2.5	3.2	-6.1	·	·
Nc1c(C(=O)Nc2ccccc2)nnn1-c1ccc2c(c1)OCCO2	-13.7	1.4	-3.5	18.8	0.0	-5.6	0.4	-1.3	-2.3	-7.4
COc1ccc(NC(=O)CCS(=O)(=O)c2ccc(OC)cc2)cc1	6.7	-2.9	10.8	14.4	-0.3	7.5	-2.8	0.2	-1.4	-7.6
CCc1cc(=O)oc2c3c(cc(OCC(=O)NCCCC(=O)O)c12)OC(C)(C)CC3	2.3	-7.4	0.7	3.0	5.8	4.6	3.2	-1.4	0.2	0.9
O=C(COC(=O)CCSc1ccccc1Cl)NCc1ccco1	1.3	-3.3	3.3	-3.8	2.0	3.5	-2.6	-2.7	-0.9	4.9
O=c1cc(NCc2ccc3c(c2)OCO3)[nH]c(=O)n1-c1ccc(Cl)cc1	0.3	3.4	-3.5	-7.4	-0.5	-7.8	7.8	-2.3	0.8	4.8
COc1cccc(NC(=O)c2ccc3c(c2)N(CC(=O)N2CCCCC2)C(=O)C(C)(C)O3)c1	2.1	1.0	-0.2	17.4	1.1	0.6	-6.9	-3.0	0.2	0.7
Cc1cccn2c(=O)c(/C=C(\C#N)C(=O)NCc3ccco3)c(N3CCCCCC3)nc12	0.1	-1.4	·	-1.3	-0.8	1.5	-0.5	-2.3	0.0	9.0
CCCOc1ccc(C(=O)CCC(=O)NNC(=O)Cn2nc(C)cc2C)cc1	4.7	1.9	-2.3	-16.1	-6.3	-8.3	0.1	-2.4	-2.1	-6.0
CC1CCCCC1NC(=O)CCS(=O)(=O)c1cccc2nonc12 (configuration not stated)	2.6	-0.3	-2.6	7.8	-0.4	3.6	-1.8	0.5	-0.5	5.6
O=C(c1cccc(C(F)(F)F)c1)N1CCC(O)(CS(=O)(=O)Cc2ccc(Cl)cc2)CC1	-2.2	7.5	-0.6	-7.4	-2.4	1.1	-1.7	-0.5	-2.3	1.8
CC1(C)CC(=O)C=C(Nc2ccc(F)c(Cl)c2)C1	3.8	-7.4	1.7	5.5	0.6	5.4	-0.8	-0.3	-1.2	6.1
Clc1ccc(SCCOCCN2CCc3ccccc3C2)cc1	-3.3	3.1	3.0	-1.8	3.7	-0.6	-8.1	-2.0	-0.9	1.3
NC(=O)C1CCN(CCS(=O)(=O)c2ccc(Cl)cc2)CC1	-4.8	1.5	-2.6	2.0	5.2	0.9	-1.2	3.7	-0.3	8.4
Cc1ccc(OCC(=O)NCCNC(=O)c2cccnc2)cc1C	0.1	0.8	0.1	4.6	5.4	-2.9	-0.5	-0.5	0.1	3.9
Fc1ccc(-c2csc3ncnc(N4CCc5ccccc5C4)c23)cc1	9.9	3.9	-29.5	2.6	-9.5	7.5	-1.2	-3.5	0.0	-13.5
Cc1cccc(NC(=O)CN2C(=O)NC3(CCCCCCC3)C2=O)c1C	-3.5	1.5	3.7	9.5	-0.4	1.3	1.5	-1.2	1.5	2.0
COc1ccc(CNC(=O)CC23CC4CC(CC(C4)C2)C3)cc1OC	0.3	0.1	10.3	3.0	-2.9	0.6	-5.0	0.2	0.8	2.1
Cc1nn(-c2ccccc2)c(C)c1C(=O)Oc1ccccc1	0.3	2.5	-1.0	0.1	-2.2	2.6	-5.1	1.4	-1.9	5.2
Cc1nnc(NC(=O)C2CCCCC2)s1	8.1	-3.0	-0.4	4.5	5.4	4.1	-1.7	0.9	-1.7	1.6
CS(=O)(=O)N(CC(=O)NCC1CCCO1)c1ccc(F)c(Cl)c1 (configuration not stated)	-0.4	2.1	1.1	-6.6	-0.8	-2.4	3.5	-4.4	-0.3	-7.9
CCn1c(SCC(=O)N2CCc3ccccc32)nnc1-c1ccco1	-4.5	-3.1	-3.6	6.7	-3.6	-7.1	5.1	-1.9	-0.5	-2.2
CCCCC[C@@H]1C=C(C(=O)O)[C@H](c2cccc(C)c2)N1S(=O)(=O)c1ccc(C)cc1	-3.6	-0.8	-22.0	-8.7	-3.3	-1.4	66.6*	-2.8	-2.4	-6.0
CCN(CC)C(=O)[C@H]1C[C@H](CC(=O)NCc2ccco2)C(=O)N2CCc3c([nH]c4cc(CCC(=O)N(C)C)ccc34)[C@]12C	2.3	0.4	3.5	-14.1	-1.8	3.3	-3.8	-5.3	-1.8	-3.0
Cc1ccc(Nc2ncnc3nc[nH]c23)cc1Cl	-2.6	0.0	-2.0	0.6	-3.3	-9.2	2.6	2.2	-2.7	-8.6
N/C(CC(=O)Nc1ccc(F)cc1F)=N\OC(=O)c1cccs1	-2.3	3.4	1.5	-0.1	-0.8	-0.3	-4.2	-3.6	-3.2	1.8
CN=C(Cc1ccccc1)C1=C(O)CC(C)(C)CC1=O	-4.2	5.2	-8.5	-7.7	-4.3	5.5	-0.1	2.8	0.1	-0.2
Cc1ccc(N2CCN(S(=O)(=O)c3ccc(-n4cnnn4)cc3)CC2)c(C)c1	1.7	-6.0	0.9	-4.0	3.8	4.9	1.3	-0.7	-0.7	6.7
COc1ccc(NC(=O)C/C(C)=N/NC(=O)c2cnccn2)cc1	3.4	7.2	3.7	11.2	4.1	1.3	-0.9	3.9	-2.0	4.1
CCNC(=O)C1(C)CCCN(C(=O)c2ccc(C(F)(F)F)nc2C)C1 (configuration not stated)	6.2	5.6	·	3.6	1.3	-1.8	0.0	-4.0	0.1	-14.6
COc1ccc(CCNC(=O)C2CC(c3ccc(C(F)(F)F)cc3)=NO2)cc1 (configuration not stated)	0.3	-5.1	-8.4	4.4	2.3	4.4	-5.4	-1.8	1.0	6.2
COc1ccccc1NS(=O)(=O)c1cccc(C(=O)NN=C2CCCC2)c1	-1.1	-3.9	-17.5	-4.9	-5.8	0.3	6.8	-5.7	0.8	-6.4
CCCc1ccc(OCC(O)CN2CCCC2)cc1 (configuration not stated)	2.5	-1.1	1.1	-6.4	-5.3	-4.2	3.1	-1.6	-1.1	-4.4
CCn1c(SCC(=O)N/N=C/C=C\c2ccco2)nc2ccccc21	1.4	-0.3	2.2	-0.2	10.8	-10.5	12.6	-4.4	-1.5	-8.9
COc1ccc(N2CCN(C(=O)COC(=O)Cc3c(F)cccc3Cl)CC2)cc1	-0.7	7.0	-3.9	8.2	-3.2	7.3	-8.5	-2.8	0.2	-6.7
Cc1cc2oc(C(=O)NCc3ccc4c(c3)OCO4)c(C)c2cc1C	1.6	-7.7	-27.7	4.6	-8.3	0.6	-2.3	-1.8	-0.2	-4.0
CN(CC(=O)NCCc1ccc(S(N)(=O)=O)cc1)S(=O)(=O)c1ccc(Br)s1	3.8	8.1	5.1	-2.2	-7.3	-4.9	6.4	-3.7	1.6	-2.6
CN1C(=O)Cc2cc(S(=O)(=O)NCc3c(F)cccc3Cl)ccc21	-1.1	2.7	-11.2	-3.5	-3.4	2.6	10.6	-3.1	-0.6	-5.8
Cc1ccc2c(c1)C1CS(=O)(=O)N(C3CCCC3)CN1C2 (configuration not stated)	-1.2	6.2	·	·	-4.0	2.0	7.2	-1.2	·	·
CCOC(=O)c1sc(NC(=O)CSc2nc3c(c(=O)n2-c2ccc(C)cc2)SCC3)c(C(=O)OCC)c1C	0.5	6.8	-5.3	10.9	0.3	-8.6	5.1	-2.8	-1.9	-4.7
